Assay outcomes from PubChem.
HEK293 viab = cell viability loss counter-screen. AID 1671193. Potency, µM (series often up to 57.1 µM), for the others: at the top dose activity change, negative = cytotoxicity, actives largely listed as cytotoxic. HEK-293-SNCA-luc viability, GF-AFC fluorescence, 24 h. 150,000 compounds, 0.12% hits;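 also: potency is read from the fitted curve at half-maximal effect; 0% = DMSO-treated cells and -100% = medium-only wells without cells; nearly all actives have a fitted effect of over 30% in size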
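HEK-293-SNCA-luc cells (1500/well) plated 24 h, then exposed 24 h to a dilution series; GF-AFC added 30 min at 37C, fluorescence 405/540 nm; normalised to medium-only and DMSO wells, Hill fit.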
GPT2 inhibitor = blocks human glutamate pyruvate transaminase 2; Q8TD30; Recombinant GPT2, coupled pyruvate oxidase/HRP Amplex Red fluorescence; Potency, µM (doses to about 57.7 µM), for the others: at the top dose activity change, negative = inhibition, most hits filed as inhibitors; 100,000 compounds, 0.25% hits; also: potency is read from the fitted curve at half-maximal effect; nearly all actives have a fitted effect of over 60% in size; many of its hits are not listed in these tables
Target sequence (Q8TD30 whole entry, looked up): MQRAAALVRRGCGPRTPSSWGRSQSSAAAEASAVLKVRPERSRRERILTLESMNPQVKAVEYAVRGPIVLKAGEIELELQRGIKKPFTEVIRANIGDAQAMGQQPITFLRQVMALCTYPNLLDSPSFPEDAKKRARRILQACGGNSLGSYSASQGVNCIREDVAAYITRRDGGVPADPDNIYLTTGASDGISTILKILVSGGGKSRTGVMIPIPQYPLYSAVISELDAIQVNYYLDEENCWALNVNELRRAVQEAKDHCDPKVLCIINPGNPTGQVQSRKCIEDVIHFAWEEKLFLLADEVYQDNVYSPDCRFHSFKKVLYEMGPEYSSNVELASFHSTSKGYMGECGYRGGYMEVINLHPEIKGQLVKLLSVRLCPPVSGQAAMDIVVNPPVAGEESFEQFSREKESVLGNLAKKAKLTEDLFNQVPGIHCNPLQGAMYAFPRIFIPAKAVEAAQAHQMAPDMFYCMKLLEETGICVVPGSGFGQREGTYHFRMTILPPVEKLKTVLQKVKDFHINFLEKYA
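Fluorescence read-out: pyruvate from GPT2 turnover coupled to pyruvate oxidase, HRP and Amplex Red (0.2mM ThPP, 0.2U/mL PO and HRP, 50uM Amplex final). Substrates 250uM a-KG, 2mM L-alanine; enzyme 10ng/uL; 30 min RT.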
SNCA expr inh = reduces expression of the alpha-synuclein gene; HEK-293 SNCA-luciferase knock-in, luminescence, 24 h; Potency, µM (doses to about 57.2 µM), without a hit: at the top dose activity change, negative = inhibition, hits mostly inhibitors; 140,000 compounds, 0.17% hits; AID 1671194;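 also: potency is read from the fitted curve at half-maximal effect; plate controls were DMSO cells for no effect and cell-free wells for full effect; nearly all actives have a fitted effect of over 45% in size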
IP6K1 inhibitor = inhibitors of human IP6K1. Q92551. IP6K1 kinase, ADP-Glo luminescence, 2 h; hits give low values. activity change, % (series mostly up to about 58 µM). 140,000 compounds, 0.81% hits. AID 1645851; in the data active = activity change below about -25%
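ADP-Glo luminescence measures ADP made by human IP6K1 during a 2 h RT reaction with ATP/IP6 (mix at 1.3 mM/130 uM); top library doses 57.5 and 19.1 uM final.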
HEK cytotox = kills HEK 293 cells | Potency, µM (series often up to 115 µM), for the others: at the top dose activity change, negative = cytotoxicity, usual class: inhibitors | 94,000 compounds, 6.6% hits | HEK 293 viability, ATP luminescence (CellTiter-Glo), 48-72 h; also: potency is read from the fitted curve at half-maximal effect; nearly all actives have a fitted effect of over 60% in size
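HEK 293 cells at 250 cells/well were exposed to compounds by pintool transfer for 48 or 72 hr at 37 degree Celsius, 5% CO2. Viability was read as ATP-coupled luminescence with CellTiter-Glo after 10 min at room temperature.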
FLuc inh = blocks purified firefly luciferase enzyme activity; purified P. pyralis luciferase, luminescence, biochemical; 76,000 compounds, 2.5% hits; AID 1347043; Potency, µM (highest dose often 115 µM), for inactives: at the highest dose activity change, negative = inhibition, usual class: inhibitors; P08659; also: potency is read from the fitted curve at half-maximal effect; nearly all actives have a fitted effect of over 65% in size
Target sequence (P08659 whole entry, looked up): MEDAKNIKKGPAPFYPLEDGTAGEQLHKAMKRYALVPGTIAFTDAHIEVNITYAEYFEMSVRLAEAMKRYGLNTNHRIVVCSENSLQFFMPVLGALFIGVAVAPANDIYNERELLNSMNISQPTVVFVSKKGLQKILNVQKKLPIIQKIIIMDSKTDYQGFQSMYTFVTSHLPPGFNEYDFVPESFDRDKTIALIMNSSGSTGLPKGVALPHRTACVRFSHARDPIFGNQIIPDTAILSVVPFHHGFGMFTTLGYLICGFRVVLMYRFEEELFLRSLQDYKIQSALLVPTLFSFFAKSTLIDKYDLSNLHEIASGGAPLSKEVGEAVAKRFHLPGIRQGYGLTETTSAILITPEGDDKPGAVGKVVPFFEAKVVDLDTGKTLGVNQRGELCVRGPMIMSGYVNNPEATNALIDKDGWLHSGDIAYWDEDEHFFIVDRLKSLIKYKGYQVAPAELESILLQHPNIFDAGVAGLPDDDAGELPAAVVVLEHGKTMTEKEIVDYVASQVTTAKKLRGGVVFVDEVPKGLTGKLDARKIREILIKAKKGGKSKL
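Inhibitors were tested against purified firefly luciferase in a biochemical, low-substrate format (both substrates at 10uM) and luminescence measured with a CCD imager.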
NIH3T3 tox = kills NIH 3T3 cells; AID 1345082; 94,000 compounds, 4.3% hits; NIH 3T3 viability, CellTiter-Glo ATP luminescence, 48-72 h; Potency, µM (top dose mostly 96.7 µM), inactives show at the top dose activity change, negative = cytotoxicity, actives largely listed as inhibitors; also: potency is read from the fitted curve at half-maximal effect; nearly all actives have a fitted effect of over 55% in size
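ATP-dependent luminescence (CellTiter-Glo) served as the viability signal for NIH 3T3 cells treated with compound for 48 or 72 hr at 37 °C.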
Starred values were filed as active, the others as inactive; i = inactive; ? = inconclusive; . = not tested or not shown; & = joins results of further samples; ! = not confirmed by another sample; [ ] = dose if it differs, or a comment. Unless noted, calls follow the shape of the dose curve; as a rule, active = well fitted curve in the direction sought with a large enough effect; inconclusive = small, poorly fitted or top-dose-only effect, or another doubt; inactive = no such curve, though single readings can be large; an effect the other way counts as inactive or inconclusive. Unless noted, % is scaled to controls: 0 for no effect and ±100 for the full control effect.

SMILES | HEK293 viab | GPT2 inhibitor | SNCA expr inh | IP6K1 inhibitor | HEK cytotox | FLuc inh | NIH3T3 tox
CCN(Cc1nc(-c2cccc(C)c2)no1)S(=O)(=O)c1ccc(C)cc1 | 2% | . | -14% | 13 | . | . | .
COc1ccc(-c2noc([C@@H](C)NC(=O)c3cc(C)n(C)n3)c2C(=O)O)cc1 | 3%[87.6 µM] | i | 15%[87.6 µM] | -5 | i | 2%[172 µM] | i
CCCNC(=O)Cc1ccc(N(Cc2ccc(C)cc2)C(=O)c2ccco2)cc1 | -4% | i | 5% | -18 | ? | 0% | -26%
Cn1ncc(N2CCC(C(=O)N3CC=C(c4ccccc4)CC3)C2)cc1=O (configuration not stated) | 10% | i | -12% | 12 | -11% | 10% | -29%
CC(C)(C)NC(=O)C1CCN(c2nc3ccccc3nc2C(F)(F)F)CC1 | -4% | . | -23% | -3 | . | . | .
NCc1ccc(-c2ccc(OC(F)(F)F)cc2)cc1 | -16% | -5% | 27% | -12 | 25µM* | . | 25µM*
CC(NC(=O)c1noc(-c2ccc(F)cc2)n1)c1ccc(F)cc1 (configuration not stated) | 2% | i | ? | 7 | ? | -13% | -8%
CCOc1ccc(-c2noc(-c3nc(-c4ccncc4)no3)n2)cc1 | 6% | i | 11% | -12 | 6% | 0% | i
COCCCNC(=O)Cn1c(=O)n(-c2ccc(Cl)cc2)c(=O)c2c3c(sc21)CCCCC3 | 3% | . | -5% | -18 | . | . | .
Cc1ccc(C(=O)Nc2ccc(OCc3cc(=O)n4c(C)csc4n3)cc2)cc1 | -4% | . | -8% | 0 | . | . | .
CN(Cc1nc2ccccc2n1C)C(=O)C1CC2(CCNCC2)CN1C (configuration not stated) | -5% | -8% | -5% | -12 | -2% | 0% | i
CCC(C)NC(=O)CSc1nc2c(sc3ccccc32)c(=O)n1CCc1ccccc1 (configuration not stated) | 9% | . | 12% | 46 | . | . | .
CCc1cccc(OCC(=O)c2ccc3c(c2)N(CC(=O)NCCc2ccccc2)C(=O)CO3)c1 | -11% | -26% | ? | -7 | ? | -10% | ?
OC[C@@H]1CN(CCCc2ccccc2)C[C@H]1c1nc(C2CC2)no1 | -1% | i | -1% | 3 | ? | -9% | -29%
CC1=C[C@@H](CN2CCN(CCO)CC2)[C@H](C(C)C)C[C@H]1Cc1nnc(-c2ccccc2F)o1 | -30% | -4% | 10% | 4 | ? | 0% | ?
CN1CCC(Cn2ccc3c(N4CCOCC4)nc(-c4cccc(C(N)=O)c4)cc32)CC1 | -9%[87.6 µM] | i | 3%[87.6 µM] | 2 | ? | -9%[172 µM] | 100µM*
CCOc1ccc(C(=O)N2CCC(c3n[nH]c(=O)n3Cc3ccc(OC)cc3)CC2)cc1 | 1% | i | 17% | -5 | 5% | 5% | -7%
COCc1noc([C@@H]2CN(Cc3ccc4c(c3)CCO4)C[C@H]2C(N)=O)n1 | 0% | ? | 14% | 0 | -21% | -12% | -20%
COc1cccc(N2C(=O)NC(=NC3CCCC3)C23CCN([S+](=O)([O-])c2cccc(OC)c2)C3)c1 (configuration not stated) | -18% | i | 8% | 6 | -20% | . | -23%
COCCN1C(=O)c2ccccc2C(C(=O)NCc2ccccc2)C12CCCCC2 (configuration not stated) | -19% | i | -20% | 28 | -4% | -4% | 2%

Next structures follow:
SMILES | HEK293 viab | GPT2 inhibitor | SNCA expr inh | IP6K1 inhibitor | HEK cytotox | FLuc inh | NIH3T3 tox
Cn1cccc1C(=O)N[C@H]1C[C@H]2C(=O)Nc3cc(Cl)ccc3C(=O)N2C1 | 7%[87.6 µM] | i | 28%[87.6 µM] | -13 | i | 6%[172 µM] | -22%[174 µM]
NCCn1cc(C(=O)N2CCN(CCCOc3ccc(F)cc3)CC2)nn1 | -2% | -14% | 9% | -5 | ? | 3% | -24%
Cc1ccc(C)c(S(=O)(=O)c2nnn3c2nc(N2CCCCC2)c2ccccc23)c1 | -2% | 1% | -12% | 8 | ? | . | ?
COc1ccc(-c2ccccc2NC(=O)C2CCCN2C(=O)c2cccnc2)cc1 (configuration not stated) | 1% | 1% | 18% | 12 | 2% | 3% | 0%
O=C(NCCCN1CCCCC1)c1sc2ncccc2c1-n1cccc1 | -8% | . | -3% | -8 | . | . | .
COc1ccccc1-c1cccc(C(=O)N2CCN(C(=O)Cc3cccc(Cl)c3)CC2)c1 | 8%[12.5 µM] | 1% | 37% | -3 | ? | . | ?
O=C(c1ccc2c(c1)N(Cc1cccc(Cl)c1)C(=O)c1ccccc1S2(=O)=O)N1CCc2ccccc21 | -3% | . | 10% | -2 | . | . | .
COCCC1(N(C)C)CCN(C(=O)Cc2ccccc2)CC1 | ? | i | -19% | -6 | 0% | 2% | i
CC1(C)CC(CN2CCC3(CC2)CC(=O)N(Cc2ccccc2)C3)CCO1 (configuration not stated) | 12% | -10% | 12% | -4 | -18% | -1% | -6%
Cc1c(F)cccc1NC(=O)C1CCCN1S(=O)(=O)c1ccc(F)cc1 (configuration not stated) | -2% | . | -24% | 14 | . | . | .
O=C(CN1C(=O)COc2ccc(S(=O)(=O)NC3CCCC3)cc21)Nc1ccc(Cl)cc1F | -30% | . | 10% | -28* | . | . | .
COCc1nc2nc(-c3ccccc3)c(-c3cccc(CO)c3)cc2n1C | -13%[87.6 µM] | -5%[88.5 µM] | 7%[87.6 µM] | 13 | -7%[172 µM] | ? | ?
Cc1cccc(C(=O)NC2CCN(c3cc(-c4ccc(Cl)cc4)[nH]n3)C2)c1 (configuration not stated) | -15% | 4% | -16% | 4 | ? | 10% | ?
C=CCNC(=O)CCc1c(C)nn(-c2ccc(F)cc2)c1Oc1ccccc1F | ? | ? | -12% | 3 | ? | -5% | ?
CCCOCCNC(=O)c1c(C)noc1-c1ccc(OC)cc1 | 2% | i | -11% | 2 | ? | -11% | -26%
CC(=O)N1CCCC1c1nc(C2CN(S(=O)(=O)c3cccc(C)c3)C2)no1 (configuration not stated) | 7%[12.5 µM] | -6% | 30% | 23 | -2% | -1% | -5%
CC(C)CN(CCCNC(=O)CN1N=C(c2ccc(Cl)cc2)CCC1=O)CC(C)C | 4% | . | -7% | 25 | . | . | .
CN(C)c1ccc(-c2nnc([C@H]3CCN(C4CCC4)C3)o2)cc1 | -3%[87.6 µM] | 5%[88.5 µM] | 68%[activator][87.6 µM] | -3 | -11%[172 µM] | 71µM* | 3%[138 µM]
COc1ccccc1CN1CC(CNC(=O)c2ccccc2)C2(C1)CN(c1ccccc1)C2 (configuration not stated) | -8% | -8% | -11% | 5 | ? | -2% | ?
COC(=O)c1ccc2nc(C)cc(Nc3ccc(O)cc3)c2c1 | -4% | . | 40%[activator] | 12 | . | . | .

Next part
SMILES | HEK293 viab | GPT2 inhibitor | SNCA expr inh | IP6K1 inhibitor | HEK cytotox | FLuc inh | NIH3T3 tox
CCn1nc(C)c(-c2cc(C(=O)NCC34CCC=C3N(C)C(=O)CC4)no2)c1C (configuration not stated) | 2% | i | 10% | -13 | ? | 2% | -22%
COCC(=O)Nc1nc2c(s1)C[C@@H]1[C@](C)(CO)[C@H](O)CC[C@@]1(C)[C@@H]2CC(=O)N1CCOCC1 | -5% | -2% | -4% | -1 | i | 2% | i
Cc1cccc(N(CC(=O)N(C)Cc2ccccc2)S(=O)(=O)c2ccccc2)c1C | ? | . | ? | 14 | . | . | .
CCOC(=O)NC1CCCN(Cc2cccc(-c3ccc(C)c(Cl)c3)c2)C1 (configuration not stated) | 7% | i | 8% | -5 | 40µM* | . | ?
Cn1ncc2c(C(=O)Nc3cccnc3)cc(-c3ccccc3F)nc21 | . | . | . | 4 | ? | . | -17%
COc1ccc(CN2CC[C@H](c3nnc(-c4ccccc4F)o3)C2)cc1 | -2%[87.6 µM] | 3%[88.5 µM] | -10%[87.6 µM] | -7 | -19%[172 µM] | 2%[172 µM] | -5%[138 µM]
CC1=C(C(=O)OCC2CCCCC2)C(c2ccc(Cl)cc2Cl)CC(=O)N1 (configuration not stated) | -2% | . | 9% | 19 | . | . | .
Cc1ccc2c(=O)cc(C(=O)Nc3cccc(C(F)(F)F)c3)oc2c1C | -6% | . | 10% | 6 | . | . | .
O=C1Cc2c(-c3cccc(CO)c3)n[nH]c2CN1c1ccccc1 | -11%[87.6 µM] | -3%[88.5 µM] | 31%[87.6 µM] | 15 | -10%[172 µM] | -14%[172 µM] | ?
O=C(Cc1ccc(-n2cnnn2)cc1)N1CCC2(CC1)[C@H](O)C[C@@H]2O | -14% | i | -4% | 8 | i | 1% | 3%
COc1ccc(-c2[nH]nc3ncc(-c4ccccc4O)nc23)cc1F | -26%[87.6 µM] | 5%[88.5 µM] | ? | -3 | ? | -17%[172 µM] | ?
Fc1cccc(Cc2nc(-c3nnn4c3COC(c3ccc(Cl)cc3)C4)no2)c1 (configuration not stated) | -10% | i | -14% | -3 | -28% | -13% | -5%
COc1ccc(NC(=O)CCC2CCCN(C(=O)CC3=CCCCC3)C2)cc1Cl (configuration not stated) | -20% | 3% | 26% | 2 | ? | ? | -27%
Cc1nc(-c2ccccc2)n(Cc2ccccc2Cl)c(=O)c1CCO | 12% | 2% | 30%[activator] | 17 | ? | -10% | 45µM*
CC(C(O)c1ccc(O)cc1)N1CCC(Cc2ccccc2)CC1 (configuration not stated) | -20% | 0% | -21% | -14&-1 | . | . | .
COc1ccc(-c2cc(C[C@H]3CNCC[C@H]3CC(=O)NCc3ccccc3)no2)cc1 | -2%[87.6 µM] | 2%[88.5 µM] | -6%[87.6 µM] | -6 | 89µM* | -11%[172 µM] | 112µM*
O=C(Cn1c(=O)n(Cc2nc(-c3ccccc3)no2)c(=O)c2cc3c(cc21)OCO3)Nc1cccc(C(F)(F)F)c1 | 5% | . | -14% | -2 | . | . | .
CCCc1nnc(C[C@@H]2C[C@@H](C(C)C)[C@H](CNCc3cccnc3)C=C2C)o1 | -19%[87.6 µM] | -6%[88.5 µM] | ? | 4 | ? | -4%[172 µM] | -24%[138 µM]
COc1ccc(-c2nc3ncccc3[nH]2)cc1 | -17%&-16%[87.6 µM] | 0%[88.5 µM] | -26%&-34%[87.6 µM] | -27*! | 79µM* | 13µM* | 79µM*!
CC(=O)Nc1ccccc1NC(=O)CN1CCN(Cc2ncccc2C)CC1 | 25% | 2% | -19% | 2 | 5% | 0% | 0%

Shown with two lines to a compound: four of the compounds above.
Values run as follows: HEK293 viab | GPT2 inhibitor | SNCA expr inh | IP6K1 inhibitor | HEK cytotox | FLuc inh | NIH3T3 tox
COc1ccc(CN2CC[C@H](c3nnc(-c4ccccc4F)o3)C2)cc1
 : -2%[87.6 µM] | 3%[88.5 µM] | -10%[87.6 µM] | -7 | -19%[172 µM] | 2%[172 µM] | -5%[138 µM]
CC1=C(C(=O)OCC2CCCCC2)C(c2ccc(Cl)cc2Cl)CC(=O)N1 (configuration not stated)
 : -2% | . | 9% | 19 | . | . | .
Cc1ccc2c(=O)cc(C(=O)Nc3cccc(C(F)(F)F)c3)oc2c1C
 : -6% | . | 10% | 6 | . | . | .
O=C1Cc2c(-c3cccc(CO)c3)n[nH]c2CN1c1ccccc1
 : -11%[87.6 µM] | -3%[88.5 µM] | 31%[87.6 µM] | 15 | -10%[172 µM] | -14%[172 µM] | ?

This is a subset, so the mix of outcomes need not match the whole.
